FBW7 act: human FBW7 E3 ligase activation, primary screen; AlphaScreen FBW7–phospho-cyclin E peptide binding, activator screen; normalized activity (activation), % at 26.1 µM; 650,000 tested, 0.13% active; in the data active means normalized activity above about 1.9%;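 further: purified mutant Fbw7 with reduced substrate affinity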
TEAD-YAP block: TEAD-YAP interaction inhibition; HEK-TIYL cells, TEAD-Gal4/YAP UAS-luciferase luminescence; inhibition, % at 9.12 µM; 640,000 tested, 1.4% active; in the data active means inhibition above about 32%;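 further: 0% = median of test compound wells and 100% = reference inhibitor wells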
GPR151 ag: activators of human GPR151; Q8TDV0; PathHunter beta-arrestin GPR151 cells, luminescence; activation, % at 11.2 µM; 650,000 tested, 1% active; AID 1508602; in the data active means activation above about 4.9%;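 further: 0% = median of compound wells and 100% = cells with positive control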
Target sequence (Q8TDV0 whole entry, looked up): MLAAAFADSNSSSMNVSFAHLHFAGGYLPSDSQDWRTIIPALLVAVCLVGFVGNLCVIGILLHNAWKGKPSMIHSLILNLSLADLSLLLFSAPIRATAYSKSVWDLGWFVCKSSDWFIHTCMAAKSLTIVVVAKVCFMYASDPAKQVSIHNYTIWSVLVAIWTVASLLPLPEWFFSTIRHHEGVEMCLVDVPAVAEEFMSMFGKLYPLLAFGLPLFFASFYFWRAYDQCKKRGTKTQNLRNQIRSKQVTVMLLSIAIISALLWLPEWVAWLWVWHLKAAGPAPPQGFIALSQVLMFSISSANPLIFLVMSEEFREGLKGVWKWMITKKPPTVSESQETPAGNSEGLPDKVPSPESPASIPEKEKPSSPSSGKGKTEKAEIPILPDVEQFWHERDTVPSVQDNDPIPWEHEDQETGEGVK
MITF primary: blocks human microphthalmia-associated transcription factor; O75030; AlphaScreen MITF homodimerization, bead proximity signal; inhibition, % at 2.6 µM; 650,000 tested, 0.91% active; AID 1259374; in the data active means inhibition above about 50%;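 further: 0% = vehicle wells with protein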
Target sequence (O75030 whole entry, looked up): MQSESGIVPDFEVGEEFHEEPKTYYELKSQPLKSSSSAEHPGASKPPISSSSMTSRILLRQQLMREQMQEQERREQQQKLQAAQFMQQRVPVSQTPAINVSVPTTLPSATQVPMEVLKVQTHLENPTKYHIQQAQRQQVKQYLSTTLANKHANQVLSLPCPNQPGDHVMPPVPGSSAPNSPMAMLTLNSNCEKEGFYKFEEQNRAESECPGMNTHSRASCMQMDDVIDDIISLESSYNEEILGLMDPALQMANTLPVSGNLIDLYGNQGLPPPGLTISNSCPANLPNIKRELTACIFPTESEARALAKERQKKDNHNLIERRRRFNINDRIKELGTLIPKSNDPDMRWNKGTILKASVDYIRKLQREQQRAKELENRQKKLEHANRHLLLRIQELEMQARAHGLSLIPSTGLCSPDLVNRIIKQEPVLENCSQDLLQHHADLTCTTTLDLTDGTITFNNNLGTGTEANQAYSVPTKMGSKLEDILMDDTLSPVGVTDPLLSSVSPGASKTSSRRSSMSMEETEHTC
Numbers without * were called inactive; . = not tested or not shown.

SMILES	FBW7 act	TEAD-YAP block	GPR151 ag	MITF primary
CCOc1ccc(-n2c(SCC(=O)NC(C)CC)nnc2-c2cccnc2)cc1 (configuration not stated)	-0.1	0	-0.2	14
COc1ccc(O[C@@H]2[C@H](O)CO[C@H]2/C=C/C#Cc2ccc(F)cc2F)cc1	0.3	.	-1.5	17
CC(C)(C)n1nc2c(c1NC(=O)COc1ccccc1)CS(=O)C2 (configuration not stated)	0.0	3	0.4	-5
Cc1nc(N)[nH]c(=O)c1CC(=O)NCc1ccc(F)cc1	1.5	7	1.6	2
COc1ccc(-c2cc(C(=O)N3CCN(c4ccccn4)CC3)c3ccccc3n2)cc1	0.2	-18	-2.1	5
CC(C)NC(=O)c1nc2c(nnn2Cc2ccccc2Cl)c(=O)[nH]1	1.5	10	-0.9	7
CCOC(=O)c1c(SCc2cccc(C)c2)nc(=O)[nH]c1C	0.8	17	-1.4	16
O=c1oc(O)c(C=Nc2ccccc2[N+](=O)[O-])c2ccccc12	0.3	18	0.2	18
CC(C)N(CCNC(=O)Cc1cn(-c2ccc(Nc3ccnn3C)nn2)c2ccccc12)C(C)C	-0.2	-1	1.7	7
COc1cc(NS(=O)(=O)c2ccc(NC(=O)c3ccc4ccccc4c3)cc2)ncn1	0.8	-1	-1.3	16
O=C1NN(c2ccccc2)C(=O)/C1=C/c1coc2ccccc2c1=O	0.0	-30	1.0	6
FC(F)(F)COc1nc(N2CCOCC2)nc(N2CCCC[C@H]2c2cccnc2)n1	-0.1	-6	0.9	4
O=C(CN1C(=O)C2(OCCCO2)c2ccccc21)NC1CCCCC1	0.1	5	3.2	15
CC(C)(C)NC(=O)Nc1ccc2c(c1)N(S(=O)(=O)c1ccc(F)cc1)CCC2	-0.1	5	0.5	11
Cc1cccc(/C=N/NC(=O)c2cccc(I)c2)c1	-0.1	-1	-0.1	4
OCCCNc1ccc2ncc(-c3cccc(Cl)c3)n2n1	-0.5	53*	0.2	0
O=C(CN1C(=O)CCc2ccccc21)N1CCN(c2ccccn2)CC1	0.0	2	0.6	6
Cc1nnc(N/N=C/c2cccc(C(F)(F)F)c2)[nH]c1=O	-0.6	-2	0.4	-7
CCc1nccn1CCC(=O)N1CCC2(CC1)NC(=O)c1cccnc1N2C	0.3	7	-0.9	0
COc1ccc(NC(=O)CSc2nc(-c3ccccc3)cc(-c3ccccc3)c2C#N)cc1	0.7	13	-1.5	4
CCn1c(SCC(=O)Nc2sc3c(c2C(N)=O)CCC3)nnc1-c1ccoc1C	0.0	1	1.1	8
CC(=O)C1=C(c2ccccc2)NC(=O)NC1c1ccc(O)c(Cl)c1 (configuration not stated)	-0.1	1	0.5	-5
CC(C)c1ccc(Nc2nccn3c(-c4cccs4)cnc23)cc1	-0.3	-24	0.8	16
FC(F)Oc1ccc(C2C=C(c3ccccc3)Nc3nc4ccccc4n32)cc1 (configuration not stated)	-0.2	-77	-4.6	-12
CN(CCOc1ccccc1)CC(O)COc1ccccc1 (configuration not stated)	-0.1	8	2.5	39
CCOc1ccc(Br)cc1C1C2=C(CCCC2=O)OC2=C1C(=O)CCC2	-0.1	-1	0.3	-2
CCCCC(=O)Nc1cccc(NC(=O)COc2ccc([N+](=O)[O-])cc2)c1	-0.1	1	11*	9
Cc1ccc(S(=O)(=O)/N=C(/CN2CCCCC2)N2CCCCC2)cc1	-0.1	-2	-1.4	4
Cn1c(C=O)ccc1-c1ccc(Cl)cc1	-0.3	-1	-2.7	-13
Cc1cccc(-n2c(CNC(=O)c3cccs3)nnc2SCC(=O)N2N=C(c3cccs3)CC2c2ccc(F)cc2)c1C (configuration not stated)	-0.1	-4	2.6	-2
COC(=O)Cc1nc(N2CCN(c3ccc([N+](=O)[O-])cc3)CC2)c2c3c(sc2n1)CCCC3	0.0	2	-1.3	-7
COc1c(C)c2c(c(O)c1C/C=C(\C)CCC(=O)OCCN1CCOCC1)C(=O)OC2	0.1	48*	-1.7	-4
CC(C)N1CC=C2C(C#N)=C(N)C(C#N)(C#N)C(c3cccnc3)C2C1 (configuration not stated)	-0.2	3	-1.0	6
CCc1ccc(NC(=O)CSC2=C(C#N)C(c3ccc(Cl)cc3Cl)CC(=O)N2)cc1 (configuration not stated)	-0.2	0	-0.4	-5
CCC1(CC)C(=O)N(C)C(=O)NC1=NCc1ccccc1	0.1	0	-0.1	-17
CC(=O)N(C)C1(C(=O)Nc2c(C)cccc2C)CCCCC1	0.9	8	-0.7	12
Cc1ccc(N=Cc2c(O)n(Cc3ccccc3Cl)c(=O)[nH]c2=O)c(C)c1	0.2	12	-0.9	8
CCOC(=O)C(C(=O)Nc1ccc(C)cc1)C1CCCCC1 (configuration not stated)	0.0	-1	-0.5	-3
CCN1CCN(S(C)(=O)=O)C(C(=O)N2CCOCC2)C1 (configuration not stated)	-0.2	-8	1.8	-1
COc1ccc(NCc2ccccc2OCC(=O)N2CCCCC2)cc1	0.1	7	-0.9	11
CCOC(=O)CSc1nnc(-c2ccc(NS(C)(=O)=O)cc2)n1Cc1ccco1	0.2	-9	-0.5	-2
CN1c2ccccc2C(C)(C)C12CC(c1cccc(S(=O)(=O)N3CCCC3)c1)=NO2 (configuration not stated)	0.0	1	-0.2	12
Cc1cc(C)cc(N(C(=O)c2ccccc2C)C2C=CS(=O)(=O)C2)c1 (configuration not stated)	0.1	8	-0.3	8
COc1ccc(C=C(C#N)C#N)cc1Oc1ccc([N+](=O)[O-])cn1	1.4	9	-0.4	1
COc1ccc(/C=C2\C=C(c3ccccc3)N(c3ccc(Sc4ccc([N+](=O)[O-])cc4)cc3)C2=O)cc1	-0.2	-1	-0.5	8
Cc1ccc(C)c(NC(=O)C2CCN(S(=O)(=O)c3ccc(Cl)s3)CC2)c1	0.0	1	-0.4	1
CCCCCNC(=O)c1sc(=S)n(CCc2ccccc2)c1N	-0.2	4	1.2	-7
Nc1ncnc2nc(-c3csc4ccccc34)[nH]c12	0.1	-4	-0.8	15
CC(=O)NC1=NC(=O)/C(=C/c2ccc(-c3ccc(F)cc3)o2)S1	-0.1	-18	1.4	-7
CCC(=O)C1CCCN(C(=O)c2ccc(OC)c(OC3CCN(C(C)=O)CC3)c2)C1 (configuration not stated)	-0.1	3	1.1	1

(cont.)
SMILES	FBW7 act	TEAD-YAP block	GPR151 ag	MITF primary
C=CCN1C(=O)/C(=C\c2cc(Br)c(O)c(OCC)c2)C(=O)NC1=S	0.1	-7	-0.7	6
C=CCOC(=O)C1=C(C)NC(=O)NC1c1cccc(Oc2ccccc2)c1 (configuration not stated)	0.9	1	-1.5	11
CC(=O)c1cccc(NC(=O)C2CCC(CNc3c(N4CCCCC4)c(=O)c3=O)CC2)c1 (configuration not stated)	0.1	-2	-0.2	6
COC(=O)/C=C1\SC(=NC(=O)c2cccc(Cl)c2)NC1=O	-0.2	-2	-0.2	-12
CC(=O)c1ccccc1OCC(O)CN1CCCCC1 (configuration not stated)	0.0	4	3.5	-11
CC1(C)Cc2ccccc2-c2nnc(-c3ccccc3[N+](=O)[O-])n21	0.2	0	1.1	8
COc1cc(C(C[N+](=O)[O-])c2c(C)[nH]c3ccccc23)ccc1O (configuration not stated)	-0.1	-2	-0.9	15
C=CCNc1nc2cc([N+](=O)[O-])ccc2o1	0.1	-9	-0.5	-2
CCc1c(C)nc2ncnn2c1N1CCN(C(=O)c2cccs2)CC1	-0.1	12	0.4	5
COC(=O)c1ccc(C(=O)OC)c(NC(=O)COc2ccc(OC)cc2)c1	0.4	-2	-0.2	4

Given as comma-separated lines: part of the list above.
SMILES,FBW7 act,TEAD-YAP block,GPR151 ag,MITF primary
COc1ccc(/C=C2\C=C(c3ccccc3)N(c3ccc(Sc4ccc([N+](=O)[O-])cc4)cc3)C2=O)cc1,-0.2,-1,-0.5,8
Cc1ccc(C)c(NC(=O)C2CCN(S(=O)(=O)c3ccc(Cl)s3)CC2)c1,0.0,1,-0.4,1
CCCCCNC(=O)c1sc(=S)n(CCc2ccccc2)c1N,-0.2,4,1.2,-7
Nc1ncnc2nc(-c3csc4ccccc34)[nH]c12,0.1,-4,-0.8,15
CC(=O)NC1=NC(=O)/C(=C/c2ccc(-c3ccc(F)cc3)o2)S1,-0.1,-18,1.4,-7
CCC(=O)C1CCCN(C(=O)c2ccc(OC)c(OC3CCN(C(C)=O)CC3)c2)C1 (configuration not stated),-0.1,3,1.1,1
C=CCN1C(=O)/C(=C\c2cc(Br)c(O)c(OCC)c2)C(=O)NC1=S,0.1,-7,-0.7,6
C=CCOC(=O)C1=C(C)NC(=O)NC1c1cccc(Oc2ccccc2)c1 (configuration not stated),0.9,1,-1.5,11
CC(=O)c1cccc(NC(=O)C2CCC(CNc3c(N4CCCCC4)c(=O)c3=O)CC2)c1 (configuration not stated),0.1,-2,-0.2,6
COC(=O)/C=C1\SC(=NC(=O)c2cccc(Cl)c2)NC1=O,-0.2,-2,-0.2,-12
CC(=O)c1ccccc1OCC(O)CN1CCCCC1 (configuration not stated),0.0,4,3.5,-11
CC1(C)Cc2ccccc2-c2nnc(-c3ccccc3[N+](=O)[O-])n21,0.2,0,1.1,8
COc1cc(C(C[N+](=O)[O-])c2c(C)[nH]c3ccccc23)ccc1O (configuration not stated),-0.1,-2,-0.9,15

The list goes on:
SMILES	FBW7 act	TEAD-YAP block	GPR151 ag	MITF primary
Cc1c(C#N)c(O)n(CCO)c(=O)c1N=Nc1cccc(C(=O)O)c1	-0.2	-6	3.4	10
COC(=O)C(CCSC)NC(=O)CCCOc1ccc(Cl)cc1Cl (configuration not stated)	0.4	12	0.8	-9
O=C1NC(=S)NC(=O)C1=Cc1ccc(-c2ccc([N+](=O)[O-])c(Cl)c2)o1	-0.8	0	-0.3	6
Cc1cc2c(cc1Br)NC(=O)/C2=N/N1C(=O)c2ccccc2C1=O	-0.1	8	3.2	0
CN(Cc1ccn[nH]1)C(=O)c1ccc(OC2CCN(C(=O)C3CC3)CC2)cc1	0.3	-7	-0.3	13
COc1ccc(Oc2nc(-c3ccc(Cl)cc3)nc3ccccc23)cc1	0.1	6	1.1	-3
Cc1cc(O)c(C(=O)/C=C/c2ccccc2Br)c(=O)o1	0.0	-2	0.2	-12
CCCS(=O)(=O)NCCc1csc2nc(-c3ccc(OC)cc3)nn12	0.0	-2	-1.1	-4
CC(C)(C)N(Cc1ccccc1)C(=O)CSc1nnc(Cn2nnc3ccccc32)o1	-0.1	-3	0.3	-5
Cc1cc([N+](=O)[O-])ccc1NC(=O)CN1CCC(n2nnc3cc(F)ccc32)CC1	0.2	2	-0.3	-5
COC(=O)/C=C1\NC2CCCCC2NC1=O (configuration not stated)	0.0	-4	0.8	-2
O=C(C1CC1)N1CCC2(CC1)CC(O)(c1nccs1)CO2 (configuration not stated)	-0.1	7	1.3	-1
CCCNc1ccc2ncc(-c3ccc(O)c(OC)c3)n2n1	-0.3	71*	-0.3	-1
O=S(=O)(c1cccc(C(F)(F)F)c1)N1CCC(c2nc3ccccc3[nH]2)CC1	-0.1	21	1.9	-17
O=C(NCc1ccco1)c1ccc2ccccc2c1	-0.1	-68	4.3	-6
Oc1ccc(Cl)cc1C=Nc1n[nH]c2ccccc12	0.0	-3	0.7	3
CCOc1ccc(CC(=O)Nc2ccc(F)cc2)cc1OCC	0.2	-8	-2.4	-24
COc1ccc(Cl)cc1NC(=O)c1cnn2c(C(F)(F)F)cc(-c3ccc(OC)c(OC)c3)nc12	0.1	-5	-2.2	19
CCCCC(=O)O[C@H]1CCC2C3CCc4cc(O)ccc4C3CC[C@@]21C (some centres not stated)	0.0	-4	0.6	6
Cc1ccc(Cl)cc1N1CCN(C(=O)C(C)(C)C)CC1	-0.1	1	0.1	-6
OC1CCC(Nc2cc(NC3CCN(Cc4ccccc4)CC3)ncn2)CC1 (configuration not stated)	0.2	16	-0.1	-2
COC(=O)c1ccc(NC(=O)CCCC(=O)OCC(Cl)=C(Cl)Cl)cc1	-0.3	-6	-0.2	-7
CC(=O)Nc1ccc(NC(=O)c2ccnc(-c3c(C)nn(C)c3C)c2)cc1	-0.2	5	0.7	0
COc1cc(/C=C(\C#N)c2nc3ccc(C)cc3[nH]2)ccc1OC(C)=O	0.0	-12	0.3	6
COc1ccccc1C(=O)N/N=C/c1cc(Br)cc(OC)c1O	0.1	-14	-0.4	16
OCCCNc1ncnc2c1oc1ccccc12	-0.1	2	0.4	-10
O=C(CCN1C(=O)C2C3C=CC(C3)C2C1=O)Nc1cccc(F)c1 (configuration not stated)	0.0	3	-0.2	3
COc1ccc(CCNC(=O)c2ccnc(C(C)(C)C)c2)cc1OC	0.1	7	0.4	14
COc1ccc(C2CCN(S(=O)(=O)C3CC3)C2)cc1 (configuration not stated)	0.1	-28	1.2	8
COc1ccccc1N1CCN(C2CCCN(Cc3csc(C(C)=O)c3)C2)CC1 (configuration not stated)	0.0	3	2.2	12
CC1CCCCN1c1nc2c(c(=O)[nH]1)CCN(Cc1ccccc1O)C2 (configuration not stated)	-0.1	-6	-1.0	-9
O=C(NCC1CCCN(CCCn2cccn2)C1)c1cccc(C(F)(F)F)c1 (configuration not stated)	-0.1	6	0.4	1
Cc1cc(C)cc(OCc2nc(-c3ccccc3Cl)no2)c1	0.2	6	0.3	-4
COc1ccc(S(N)(=O)=O)cc1C(=O)NCCSCc1ccco1	0.0	15	2.3	1
Cc1ccccc1CSc1nc(N)cc(=O)[nH]1	0.0	5	1.1	-7
COc1ccc(COCC(O)CNCC(C)(C)CN(C)C)cc1OC (configuration not stated)	-0.2	-1	-0.2	69*
CC(C)NC(=O)[C@@H]1C[C@@H](NCc2ccc(C(C)C)cc2)CN1C(C)C	0.1	0	-0.9	1
Cc1ccc(NC(=O)N2CCNC2=O)c(C)c1	0.0	-5	-1.1	6
CCN1CCN(CC(=O)N/N=C/c2ccccc2F)CC1	0.8	0	-0.4	50
CCCC(=O)Nc1cc(C(=O)N2CCCC2)cn(C)c1=O	-0.4	7	0.9	-3
